PvdQ inh – P. aeruginosa PvdQ acylase inhibition | purified PvdQ acylase, fluorescence plate reader | inhibition, % at 10 µM | hit rate 0.063% among 340,000; in the data active = inhibition above about 30%, passing the limit was not always enough;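 also: 0% = vehicle neutral wells and 100% = reference inhibitor wells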
CDK5 p35 inh – blocks human CDK5/p35 kinase activity | Recombinant CDK5/p35, ADP-Glo luminescence, 60 min | inhibition, % at 10 µM | hit rate 0.01% among 330,000 | AID 488839;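 active = highest replicate inhibition of at least 50% and at least 75% of replicates reaching 50%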;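 also: plate controls were DMSO neutral control for no effect and GW8510 at 10 µM for full effect; many of its hits are not listed in these tables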
Target sequence (Q00535 whole entry, looked up): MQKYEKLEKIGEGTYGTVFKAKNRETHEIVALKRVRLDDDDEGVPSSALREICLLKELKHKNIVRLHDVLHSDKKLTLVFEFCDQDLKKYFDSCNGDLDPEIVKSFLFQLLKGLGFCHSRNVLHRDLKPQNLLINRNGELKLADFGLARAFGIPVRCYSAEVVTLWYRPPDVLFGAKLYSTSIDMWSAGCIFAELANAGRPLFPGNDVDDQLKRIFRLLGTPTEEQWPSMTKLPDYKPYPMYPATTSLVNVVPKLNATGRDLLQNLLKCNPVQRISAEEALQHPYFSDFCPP
Target sequence (Q15078 whole entry, looked up): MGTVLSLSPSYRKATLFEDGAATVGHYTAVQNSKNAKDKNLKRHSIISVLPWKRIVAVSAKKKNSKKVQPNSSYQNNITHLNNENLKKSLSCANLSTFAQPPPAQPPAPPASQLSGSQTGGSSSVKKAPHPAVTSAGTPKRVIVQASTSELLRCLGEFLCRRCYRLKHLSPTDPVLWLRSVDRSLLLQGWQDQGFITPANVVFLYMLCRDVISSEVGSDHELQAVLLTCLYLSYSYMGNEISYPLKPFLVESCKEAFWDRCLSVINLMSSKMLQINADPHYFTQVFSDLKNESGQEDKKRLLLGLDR
SR-BI DiI inh – mouse SR-BI HDL lipid transfer inhibition; AID 488896; ldlA[mSR-BI] CHO cells, DiI-HDL uptake fluorescence, 3 h; Q61009; inhibition, % at 12.5 µM; hit rate 0.96% among 320,000;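 active = mean replicate inhibition of at least 70% and a set share of replicates each scoring 70 or more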;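 also: 0% = median of neutral control wells and 100% = median of positive control wells; values of inactives mirror those of a sister screen read the other way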
NSD2 inh – inhibitors of human histone methyltransferase NSD2. O96028. NSD2 peptide methylation, AlphaScreen, 120 min. inhibition, % at 12.5 µM. hit rate 0.54% among 310,000. AID 743445; in the data active = inhibition above about 50%
HTR5A inv ctr – counter-screen for OPRM1-OPRD1 inverse agonists: human HTR5A inverse agonism | AID 504634 | hit rate 0.083% among 340,000 | HTR5A cell line, luminescence | inhibition, % at 9.3 µM; in the data active = inhibition mostly above about 23%, no sharp cut-off; inactive = mostly below about 18%;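 also: 0% = cells with DMSO and 100% = no-cell wells with DMSO; some compounds called inactive have numbers as strong as hits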
Wnt act – activates Wnt/beta-catenin signaling in a reporter cell assay; AID 743398; activation, % at 9.35 µM; activator, plate reader; hit rate 1.2% among 300,000; in the data active = activation above about 30%, passing the limit was not always enough;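 also: 0% = neutral control wells and 100% = positive control wells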
V-ATPase pHluor – yeast V-ATPase proton transport regulation by pHLuorin; S. cerevisiae, pHLuorin cytosolic pH fluorescence; response, % at 10 µM; hit rate 0.37% among 350,000; in the data active = response mostly above about 7.3%, no sharp cut-off; inactive = mostly below about 5.4%; also: actives read high; inactives centre near 0; some compounds called inactive have numbers as strong as hits; reference of the scale not given here
MITF TRPM1 HTS – increases MITF-driven TRPM1 promoter luciferase signal. AID 588334. SK-MEL-5 TRPM1-promoter luciferase, 24 h; % of positive control, neutral wells = 0. activation, % at 12.5 µM. hit rate 0.75% among 300,000;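 active = mean activation of at least 80% with every replicate also reaching 80%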;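 also: 0% = neutral control wells and 100% = parthenolide positive control wells; values of inactives mirror those of a sister screen read the other way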
HTR5A ag ctr – HTR5A agonism, opioid heterodimer counter-screen; activation, % at 9.3 µM; HTR5A agonist assay, luminescence, cell-based; P47898; hit rate 0.61% among 340,000; AID 504692; in the data active = activation mostly above about 9.5%, no sharp cut-off; inactive = mostly below about 7.6%;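 also: 0% = cells with vehicle only and 100% = reference agonist; strong numbers were not always called active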
dFosB act – enhances mouse delta FosB homodimer DNA binding; hit rate 0.99% among 340,000; activation, % at 25 µM; purified delta FosB, TAMRA-CDK5 oligo fluorescence polarization; percent of positive-control signal above neutral wells;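 active = mean activation above about 17%, with every replicate also reaching it, limit read from the data, passing the limit was not always enough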;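 also: fluorescence polarization rise as delta FosB binds a TAMRA Cdk5 AP-1 oligo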
Target sequence (P13346 whole entry, looked up): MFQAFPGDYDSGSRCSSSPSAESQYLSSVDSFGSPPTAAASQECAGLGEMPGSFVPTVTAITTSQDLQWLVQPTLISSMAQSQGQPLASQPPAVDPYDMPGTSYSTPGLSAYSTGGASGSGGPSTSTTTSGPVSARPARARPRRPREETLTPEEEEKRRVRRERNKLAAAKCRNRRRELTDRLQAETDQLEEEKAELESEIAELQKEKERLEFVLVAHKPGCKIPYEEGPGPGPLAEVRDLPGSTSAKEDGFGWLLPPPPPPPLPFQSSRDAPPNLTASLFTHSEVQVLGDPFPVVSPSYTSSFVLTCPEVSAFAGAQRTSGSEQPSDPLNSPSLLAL
* = called active by the depositor; . = not tested or not shown.

SMILES	PvdQ inh	CDK5 p35 inh	SR-BI DiI inh	NSD2 inh	HTR5A inv ctr	Wnt act	V-ATPase pHluor	MITF TRPM1 HTS	HTR5A ag ctr	dFosB act
Cc1nc(C)n(C(C)CNC(=O)c2cccc(Br)c2)n1 (stereo not drawn)	-21.1	-2.1	-27.0	-6.1	6.5	0.7	-1.7	.	-1.8	-5.5
COC(=O)c1cc(NS(=O)(=O)c2ccc(NC(C)=O)cc2)cc(C(=O)OC)c1	-8.1	2.3	-8.8	6.1	-30.0	.	2.6	-15.2	11.2	-12.1
Cc1ccc(N2C(=O)C3C4CCC(O4)C3C2=O)c(OC(F)F)c1 (stereo not drawn)	1.9	-1.8	-16.4	-0.3	1.6	1.5	11.8	-5.1	-0.7	-1.6
CN1CCN(C(=O)Cn2c(=O)oc3cc(S(=O)(=O)NCc4ccccc4)ccc32)CC1	-2.8	0.7	16.1	.	-7.7	-4.2	1.9	-2.7	2.8	-3.4
COc1ccc(C(=O)NC(C)c2csc(C)n2)cc1OC1CCN(C(C)=O)CC1 (stereo not drawn)	-5.9	1.3	-22.3	-2.0	1.6	-0.1	-2.1	3.1	-0.4	-0.5
COc1ccccc1C(=O)NNC(=O)CCCN1C(=O)/C(=C/c2cccs2)SC1=S	-2.8	-0.1	26.2	-1.9	-12.8	.	-1.3	-16.0	-0.9	3.5
O=C1CSC(=S)N1N=Cc1ccccc1O	-8.0	0.8	-14.6	-16.1	1.1	8.1	-0.1	9.0	-0.3	0.9
Cc1c(C(=O)Nc2cccnc2Cl)oc2ccccc12	-11.6	0.5	.	0.3	2.6	24.2	-1.0	51.0	-0.9	-9.2
Cc1cc(C)n2nc(CC#N)c(C#N)c2n1	-12.0	-3.1	-17.9	-4.8	4.3	-0.2	-2.0	-7.8	-1.5	-3.2
Cc1cc2ccccc2n1CCNC(=O)Cc1cccc2ccccc12	-6.1	-2.4	13.6	.	-9.3	-3.5	0.7	.	-1.8	-2.5
CN(CC(=O)Nc1cccc(F)c1)C(=O)c1cn(-c2ccccc2)nc1-c1ccc(F)cc1	-6.8	1.1	-3.8	-1.7	20.5	1.2	2.1	.	-8.1	1.7
O=c1c2[nH]c3ccc(F)cc3c2ncn1CCCN1CCOCC1	16.8	6.6	-20.7	2.1	7.3	.	2.3	3.0	-6.2	4.7
CN(C)c1ccc2c(c1)Sc1cc(N(C)C)ccc1N2C(=O)c1ccccc1	11.3	-0.6	11.8	-0.2	1.1	5.9	0.0	-3.9	-0.3	-0.1
CC(=O)c1c(C)[nH]c(C(=O)OCn2nnc3ccccc3c2=O)c1C	-9.5	-0.5	54.7	-1.3	12.6	.	5.3	-14.2	1.7	-9.6
O=C(c1ccccc1)c1ccc(COC(=O)c2cnccn2)cc1	-2.3	-1.1	-23.0	-1.6	-7.7	3.6	-0.3	10.4	3.0	-5.0
CC(CC1CC(C)(C)OC1=O)C(=O)Nc1nncs1 (stereo not drawn)	8.7	-0.2	4.1	-0.9	-22.0	.	1.1	-8.0	-1.2	4.0
Cc1cc2ccccc2n2c(SCC(=O)N3CCc4ccccc4C3)nnc12	-8.3	2.0	-7.0	1.4	1.4	-3.4	-0.8	13.2	-0.4	-19.3
COc1cccc(CN(C)S(=O)(=O)c2c(C)noc2C)c1OC	-0.5	0.3	-2.6	-0.8	-13.3	-1.4	2.2	-0.4	4.8	-0.6
O=C1[C@H]2CCC=C[C@H]2[C@H](c2ccccc2Br)N1Cc1ccccc1	-4.0	-2.1	-4.4	.	8.3	-0.1	-0.1	-8.4	-2.5	-4.1
COc1ccccc1-n1c(SC(C)C(=O)NCC2CCCO2)nc2cc(Cl)ccc2c1=O (stereo not drawn)	-14.0	-1.8	8.7	-1.5	14.2	1.7	1.6	-19.4	-3.0	-7.9
CCOc1ccc(NC(=S)N2CCC(C(=O)c3ccc(F)cc3)CC2)cc1	2.0	1.9	5.0	-1.7	-3.0	0.4	-2.4	.	0.8	1.0
COc1ccc2c(CC(=O)OCC(=O)Nc3ccc(C)cc3)coc2c1	-10.4	0.6	-14.8	0.5	-6.1	-1.4	4.8	-2.1	2.5	-11.1
CC1=Nc2ccccc2N=C(NC(=O)c2ccccc2)C1c1ccc(Cl)cc1 (stereo not drawn)	3.3	-0.5	-4.0	-0.8	9.3	-2.8	-2.0	-6.3	-3.3	4.1
CCOC(=O)c1[nH]c2ccccc2c1NC(=O)CC(C)C	8.4	4.8	10.5	.	-12.9	-3.1	3.1	-5.2	4.6	-6.0
COc1ccc(C2(C)NC(=O)N(CC(=O)NC3CC3)C2=O)cc1 (stereo not drawn)	-13.4	-0.6	-5.2	-1.4	6.0	-3.0	-0.2	6.8	-1.7	0.1
Cc1ccc(NC(=O)CSc2nnnn2C)cc1S(=O)(=O)N(C)C	-1.6	-0.9	-17.0	-1.6	0.2	-2.7	-2.8	8.4	1.7	-0.5
CCOC(=O)C1(Cc2ccccc2C)CCCN(C(=O)c2ccc(OC)o2)C1 (stereo not drawn)	-14.8	1.4	-3.3	12.2	-12.7	1.1	1.5	-5.9	-0.4	-4.6
COc1ccc(OC)c(/C=C2\SC(=S)N(NS(=O)(=O)c3ccc(C)cc3)C2=O)c1	4.4	1.1	-8.9	51.6*	6.1	-0.7	1.1	-4.9	-1.6	-8.9
CC(C)COc1ccc(C(=O)N/C(=C\c2cccc([N+](=O)[O-])c2)C(=O)O)cc1	-11.0	1.6	.	-0.5	-6.2	-0.7	-0.1	-9.4	0.8	4.9
Cc1cc(C(=O)OCC(=O)c2cccs2)c2ccccc2n1	-8.5	-1.4	-1.7	-0.5	2.1	-2.0	0.2	12.3	-0.8	-19.5
Cc1cccc(NC(=O)CCC(=O)Nc2nnc(C3CCCCC3)s2)c1	14.2	-0.2	3.7	3.2	-11.0	-3.0	-6.0	1.1	-0.8	30.1*
COc1ccc(CNC(=O)C2CCCN(S(=O)(=O)c3ccc(-n4cnnn4)cc3)C2)cc1 (stereo not drawn)	-6.9	1.0	-16.6	-3.2	-6.0	-3.0	1.0	0.7	-1.1	-4.9
COc1ccc(CCNC(=O)CN2C(=O)c3ccccc3S2(=O)=O)cc1	-10.1	0.3	6.0	0.9	-16.1	.	.	-4.9	6.7	-7.1
CCn1c(SCC(=O)N2CCc3ccccc32)nnc1-c1c[nH]c2ccccc12	-19.5	2.7	61.5	0.8	-0.5	.	-1.0	4.1	0.2	3.3
CC(C)c1ccc(S(=O)(=O)c2cc3cc(Br)ccc3oc2=O)cc1	-4.0	-0.3	-8.4	0.0	2.2	-2.2	-0.6	-0.1	-0.6	9.8
O=C1C(O)CCN1Cc1ccccc1 (stereo not drawn)	-2.3	0.8	-22.1	-1.4	-10.7	-1.0	1.8	-0.2	2.8	6.5
CN1CCN(Cc2c(O)ccc3occ(C(=O)c4ccccc4)c23)CC1	-4.7	0.2	1.5	3.6	0.2	3.3	-4.1	-11.0	1.0	-3.8
Cc1cccc(NC(=O)C2(c3ccccc3)CCOCC2)c1	-8.6	0.0	-7.0	4.7	-0.5	-14.4	-0.5	4.3	0.2	3.8
COc1cc(OC)c(OC)cc1/C=N/Nc1ccc(Cl)nn1	-4.9	0.7	14.6	-2.0	3.4	1.1	0.5	.	-0.9	0.0
Cc1cccc(OCCNc2ccc(C(F)(F)F)cc2[N+](=O)[O-])c1	-1.0	-0.6	12.3	-1.5	2.2	.	0.0	90.3*	2.1	-2.7
CCOc1ccc(CN(C)Cc2cc(=O)oc3c(C)c(C)ccc23)cc1OC	-5.1	-0.2	-35.8	0.6	6.5	-6.4	0.4	-16.0	-1.8	-12.2
O=C(O)c1ccc(Nc2nc3c(s2)CCCC3)cc1	9.9	-0.8	8.6	.	7.1	-2.9	-0.1	-64.0	3.1	-2.1
CCOc1ccc(NC(=O)CN(C)C(=O)C2CC(=O)N(Cc3ccco3)C2)cc1OCC (stereo not drawn)	-22.6	-7.2	-5.4	0.1	-15.7	-1.3	1.2	.	6.2	-3.0
CSCCC(NC(=O)C1CCC(C)CC1)C(=O)NCCN1CCOCC1 (stereo not drawn)	-23.5	-12.3	-16.4	.	6.0	.	0.2	5.4	0.4	2.3
Cc1cccc(NC(=S)NC2CC3CCCC(C2)N3Cc2cccs2)c1 (stereo not drawn)	-7.0	-0.6	16.6	-1.3	3.2	.	0.4	3.8	-1.3	-9.1
Cn1nc(C(=O)N2CCN(c3ccc(Cl)cc3)CC2)c2c1-c1ccccc1S(=O)(=O)C2	1.6	-0.4	13.5	-1.6	18.7	-0.7	8.6*	-8.4	-2.8	-4.5
CN(Cc1ccccc1)C(=O)c1cccnc1	2.8	-1.5	-4.2	-2.8	-3.7	0.5	-0.1	-0.7	1.0	5.5
Cc1ccc(SC(C)C(=O)Nc2ncn[nH]2)cc1 (stereo not drawn)	-12.1	0.4	-19.4	.	3.9	5.4	5.5	14.9	-0.3	-0.6
CCCn1c(SCC(=O)N2CCN(c3ccc(OC)cc3)CC2)nc2c1c(=O)n(C)c(=O)n2C	-3.6	0.6	-15.5	8.0	-10.9	.	2.8	-4.7	-1.6	-14.2
O=C(Nc1ccc2ccccc2n1)Nc1cccs1	-10.1	-0.9	-1.5	-2.5	-1.9	2.7	0.9	32.8	0.7	-13.2
CCc1ccc(NC(=O)/C(C#N)=C/c2cc3ccc(C)cc3nc2N2CCOCC2)cc1	-7.8	-0.7	-1.8	-1.7	3.5	-1.2	-1.5	12.6	-1.0	-0.8
CN(c1ccccc1)S(=O)(=O)c1ccc(C(=O)N2CCc3ccccc3C2)cc1	-5.9	-0.1	38.7	-6.3	0.2	-5.2	-2.1	-11.3	3.5	-5.1
COCCC(=O)N1CCC(Oc2ccc(C(=O)N(C)Cc3cc(C)no3)cc2)CC1	-6.9	0.3	-5.6	0.3	1.1	-0.4	-0.3	4.1	-0.4	-0.7
O=C(CSc1nnc(NCc2ccccc2)s1)NC1CCS(=O)(=O)C1 (stereo not drawn)	2.7	-0.3	-15.6	-0.7	-3.0	-1.0	1.5	-4.1	-3.2	3.1
CC(=O)N(C)c1ccc(NC(=O)CCN2C(=O)c3ccccc3C2=O)cc1	-18.3	1.3	2.0	-1.0	0.5	0.7	1.2	.	-0.1	-5.1
O=C(Nc1ccc2c(c1)OCO2)C1CCCN(c2nc3ccccc3s2)C1 (stereo not drawn)	-12.9	-0.4	24.6	-0.5	1.0	5.6	-1.0	-0.1	-2.9	-5.5
CC(=O)N[C@@H](CC(=O)N[C@H](CCC(=O)O)C(=O)O)C(=O)O	-2.0	-1.2	-2.6	.	9.7	13.8	-2.6	1.6	-2.7	0.8
Cc1ccccc1C(=O)N1CCC(n2nccc2NC(=O)C2CC2)CC1	-12.5	-0.2	-24.2	-2.2	-19.7	.	1.4	5.2	-0.2	-2.7
O=[N+]([O-])c1cc(Oc2cccnc2)cc([N+](=O)[O-])c1	-6.3	2.0	-23.8	1.8	4.0	1.3	2.7	-26.6	-1.4	-4.5
Cc1ccc(C(=O)N/N=C/c2cc(Br)ccc2O)cn1	1.2	0.6	74.7*	-3.5	-38.2	0.0	-4.0	.	10.3*	-8.5
O=C(CCN1C(=O)c2cccc3cccc(c23)C1=O)N1CCN(c2ccccc2F)CC1	-8.5	-0.5	-0.3	-3.4	21.9	18.9	1.8	9.3	-8.4	1.4

Bioassay records: PubChem BioAssay, several laboratories
